KCNK3 inh – human KCNK3 channel inhibition, primary screen | B-score at 10 µM | O14649 | 340,000 compounds, 0.84% hits | CHO-KCNK3 thallium flux, FluxOR fluorescence; hits give low values;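 active = B-score under library mean minus 4 SD, starting fluorescence ratio at most library mean plus 5 SD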;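 also: more negative B-score means stronger inhibition of thallium flux through KCNK3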
Target sequence (O14649 whole entry, looked up): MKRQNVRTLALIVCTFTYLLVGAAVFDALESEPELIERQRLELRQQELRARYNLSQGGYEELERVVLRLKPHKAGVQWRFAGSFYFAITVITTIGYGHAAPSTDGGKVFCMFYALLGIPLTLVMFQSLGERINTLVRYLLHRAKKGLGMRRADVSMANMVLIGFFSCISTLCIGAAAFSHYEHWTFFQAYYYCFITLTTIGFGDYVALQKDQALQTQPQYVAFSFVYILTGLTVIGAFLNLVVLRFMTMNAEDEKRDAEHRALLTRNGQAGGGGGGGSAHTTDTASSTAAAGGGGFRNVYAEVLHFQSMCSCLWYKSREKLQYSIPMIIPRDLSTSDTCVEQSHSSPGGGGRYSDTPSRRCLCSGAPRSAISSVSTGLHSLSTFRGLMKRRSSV
RGS4 pot – RGS4 potentiation or activation; AID 463111; HEK293 M3R/inducible RGS4, carbachol calcium flux Fluo4; hits give low values; 310,000 compounds, 0.92% hits; B-score at 10 µM;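 active = B-score of the integrated calcium signal more than 4 SD below the library mean, with starting fluorescence not abnormally high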;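 also: negative B-score means reduced calcium response which marks RGS4 activation or potentiation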
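Reagent: ECmax carbachol challenge; Test system: M3R-expressing HEK293 line, RGS4 induced by doxycycline; Schedule: overnight RGS4 induction, 30 min dye load 37 °C, 20 min compound RT; Detection: calcium dye Fluo4 fluorescence; Read-out: Agonist-evoked peak-minus-minimum fluorescence over baseline, integrated ratio, B score.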
hERG rescue – shields human hERG channel from block by proarrhythmic agents | 310,000 compounds, 0.51% hits | CHO-hERG, FluxOR thallium flux, dofetilide IC70 present | activation (rescue from dofetilide block), less the hit threshold, % at 10 µM | Q12809;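 active = activation above the mean of controls blocked by dofetilide plus 5 SD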;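 also: thallium influx through hERG after potassium depolarization seen as dye fluorescence rise; in these data hits start at about 4.7%; inactives centre near -7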
ANO1 block – blocks the mouse calcium-activated chloride channel TMEM16A | Q8BHY3 | HEK293 TMEM16A/YFP iodide influx fluorescence, ionomycin | normalized B-score (activity score, 25-100; higher = stronger inhibition) at 10 µM | 310,000 compounds, 1.2% hits;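 active = ratio plate-corrected score three or more library SD toward inhibition, starting fluorescence score within five deviations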;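 also: score derived from kinetic fluorescence span divided by baseline fluorescence per well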
MrgX1 ag – agonists of human MrgX1 receptor; MrgX1-HEK293 cells, Fluo-4 calcium fluorescence, agonist mode; hits give high values; B-score at 10 µM; 310,000 compounds, 0.44% hits; AID 588627;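 active = calcium response B-score plate-corrected fluorescence ratio at least 3 library SD, with starting fluorescence B-score inside 5 SD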
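Assay system: stable human MrgX1 HEK293 cell line. Quantity: 15,000 cells per well. Schedule: cells plated overnight, dye loaded 0.5 h 37 °C, 0.5 h room temperature. Detection: Fluo-4 NW calcium-flux fluorescence, kinetic read. Read-out basis: peak-minus-minimum fluorescence over baseline, converted to B scores. Control set: positive and negative control wells on each plate.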
KCNK9 block – blocks the human KCNK9 two-pore domain potassium channel. Q9NPC2. HEK293 KCNK9, FluxOR thallium flux fluorescence; hits give low values. B-score at 10 µM. 310,000 compounds, 1.2% hits;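 active = ratio B-score over 3 SD below the library mean, with starting fluorescence within 5 SD of its mean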;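 also: negative B-score means less thallium flux so channel inhibition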
Target sequence (Q9NPC2 whole entry, looked up, the tested form may be a part): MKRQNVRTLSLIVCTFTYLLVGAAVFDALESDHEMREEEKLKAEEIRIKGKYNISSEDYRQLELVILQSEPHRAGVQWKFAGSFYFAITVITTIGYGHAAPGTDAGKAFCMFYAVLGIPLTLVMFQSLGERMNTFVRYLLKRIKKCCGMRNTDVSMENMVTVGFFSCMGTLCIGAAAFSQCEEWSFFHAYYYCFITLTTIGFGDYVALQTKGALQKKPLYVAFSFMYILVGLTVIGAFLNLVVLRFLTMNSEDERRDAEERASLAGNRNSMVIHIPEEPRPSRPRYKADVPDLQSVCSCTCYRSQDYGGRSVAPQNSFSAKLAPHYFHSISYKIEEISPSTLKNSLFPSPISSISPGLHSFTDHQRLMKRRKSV
RGS4 block – human RGS4 inhibition; P49798; HEK293 M3R/RGS4 inducible, Fluo-4 calcium flux; hits give high values; triggered by carbachol at its EC20; B-score at 10 µM; 310,000 compounds, 0.45% hits; AID 463165;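 active = B-score, a plate-corrected calcium signal, over three deviations above library mean, with baseline fluorescence within five deviations of library mean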;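 also: RGS4 expression induced by doxycycline in cells with stable M3 receptor; B-score is computed from the integrated fluorescence ratio over baseline after carbachol; higher B-score means a larger calcium signal and so more RGS4 inhibition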
Target sequence (P49798 whole entry, looked up): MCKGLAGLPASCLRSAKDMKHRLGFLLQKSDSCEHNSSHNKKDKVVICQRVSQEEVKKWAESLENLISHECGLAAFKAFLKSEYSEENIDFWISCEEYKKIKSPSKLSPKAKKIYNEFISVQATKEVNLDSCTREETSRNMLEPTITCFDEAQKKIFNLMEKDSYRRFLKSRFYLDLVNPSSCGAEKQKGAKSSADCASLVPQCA
KCNQ1 pot – potentiates or activates the human KCNQ1 potassium channel | P51787 | CHO-K1 KCNQ1, thallium flux FluxOR fluorescence; hits give high values | AID 2648 | B-score at 10 µM | 310,000 compounds, 0.35% hits;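 active = fluorescence ratio B-score, a plate-corrected score, at least three library SD, with initial intensity B-score within 5 SD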
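Test system: CHO-K1 cells stably expressing KCNQ1 / Medium: assay buffer / Also added: depolarizing K+/Tl+ stimulus, K2SO4 and Tl2SO4 each 12.5 mM in 5x stock / Incubation: 90 min dye loading and 20 min compound exposure, both at room temperature / Signal: thallium influx via FluxOR fluorescence, kinetic imaging / Evaluation: B score of baseline-normalized fluorescence ratio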
ANO1 activ – activators or potentiators of mouse TMEM16A chloride channel. HEK293 TMEM16A/YFP-H148Q/I152L, iodide quench fluorescence; hits give low values. B-score at 10 µM. 340,000 compounds, 0.3% hits. AID 623877;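 active = fluorescence-ratio B-score plate-corrected deviation score at least 3 library SD below zero, with starting fluorescence score within 5 deviations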;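 also: channel opened by trigger with iodide after compound preincubation; score built on the fluorescence ratio of max minus min over baseline; more negative score means more quench and so TMEM16A activation or potentiation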
KCNQ1 inh – inhibitors of human KCNQ1 potassium channel | CHO-K1 KCNQ1, FluxOR thallium flux fluorescence; hits give high values | B-score at 10 µM | 310,000 compounds, 1.3% hits;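 active = compounds whose thallium flux B-score, printed positive for inhibition, exceeds three library SD while starting fluorescence stays within three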;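 also: channel opened by potassium depolarization with thallium stimulus after 20 min compound exposure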
MrgX1 PAM – allosterically activates human MrgX1 receptor signaling; Q96LB2; MrgX1-HEK293, Fluo-4 calcium flux, FDSS; hits give high values; B-score at 10 µM; 310,000 compounds, 0.63% hits; AID 588675;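 active = plate-corrected calcium response at least 3 library SD above typical, normal starting fluorescence, not activating the receptor alone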;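 also: compound read alongside a low EC10 to EC30 dose of BAM8-22 agonist; peak minus trough fluorescence over baseline measured at the second addition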
Active calls of the source: *. Rows are unselected, and some 6.3% of all compounds hit somewhere here.

Results for O=C(NCc1ccco1)C(c1ccncc1)N(C(=O)Cn1nnc2ccccc21)c1ccccc1 (centres undefined) ?
KCNK3 inh: inactive; RGS4 pot: inactive; hERG rescue: -8; ANO1 block: inactive; MrgX1 ag: inactive; KCNK9 block: inactive; RGS4 block: inactive; KCNQ1 pot: inactive; ANO1 activ: inactive; KCNQ1 inh: inactive; MrgX1 PAM: inactive

Results for CSc1nc2n(n1)C(c1cccs1)C1=C(CCCC1=O)N2 (centres undefined) ?
KCNK3 inh: inactive; RGS4 pot: inactive; hERG rescue: -10; ANO1 block: inactive; MrgX1 ag: inactive; KCNK9 block: inactive; RGS4 block: inactive; KCNQ1 pot: inactive; ANO1 activ: inactive; KCNQ1 inh: inactive; MrgX1 PAM: inactive

How did CC(=NCC1CCCO1)c1c(O)[nH]c(=O)[nH]c1=O (centres undefined) do in these assays?
KCNK3 inh: inactive; RGS4 pot: inactive; hERG rescue: 0; ANO1 block: inactive; MrgX1 ag: inactive; KCNK9 block: inactive; RGS4 block: inactive; KCNQ1 pot: inactive; ANO1 activ: inactive; KCNQ1 inh: inactive; MrgX1 PAM: inactive

Results for CN(C(=O)c1cccc(Nc2ccc(-c3ccc4c(c3)OCCO4)nn2)c1)C1CCCCC1 ?
KCNK3 inh: inactive; ANO1 block: inactive; MrgX1 ag: inactive; ANO1 activ: inactive; MrgX1 PAM: inactive

How did CNC(=O)N(O)C1N(/N=C/c2c(F)cccc2Cl)C(=S)SC1(C)C (centres undefined) do in these assays?
KCNK3 inh: inactive; RGS4 pot: inactive; hERG rescue: -2; ANO1 block: inactive; MrgX1 ag: inactive; KCNK9 block: inactive; RGS4 block: inactive; KCNQ1 pot: inactive; ANO1 activ: inactive; KCNQ1 inh: inactive; MrgX1 PAM: inactive

What do the screens show for `CCOC(=O)C1CCCN(C(=O)CSc2ccccc2)C1` (centres undefined)?
KCNK3 inh: inactive; RGS4 pot: inactive; hERG rescue: -5; ANO1 block: inactive; MrgX1 ag: inactive; KCNK9 block: inactive; RGS4 block: inactive; KCNQ1 pot: inactive; ANO1 activ: inactive; KCNQ1 inh: inactive; MrgX1 PAM: inactive

How did COc1ccc([C@@H]2CC=C(C(=O)O)[C@H](c3ccccc3)N2S(=O)(=O)c2ccc(C)cc2)cc1OC do in these assays?
KCNK3 inh: inactive; ANO1 block: inactive; MrgX1 ag: inactive; ANO1 activ: inactive; MrgX1 PAM: inactive

Results for O=C(N/N=C/c1cc2c(cc1Br)OCO2)c1cc2ccccc2o1 ?
KCNK3 inh: inactive; RGS4 pot: inactive; hERG rescue: -10; ANO1 block: inactive; MrgX1 ag: inactive; KCNK9 block: inactive; RGS4 block: inactive; KCNQ1 pot: inactive; ANO1 activ: inactive; KCNQ1 inh: inactive; MrgX1 PAM: inactive

What do the screens show for `Cc1onc(-c2ccccc2Cl)c1C(=O)N1CCOC12CCN(c1cccc(F)n1)CC2`?
KCNK3 inh: inactive; RGS4 pot: inactive; hERG rescue: -9; ANO1 block: inactive; MrgX1 ag: inactive; KCNK9 block: inactive; RGS4 block: inactive; KCNQ1 pot: inactive; ANO1 activ: inactive; KCNQ1 inh: inactive; MrgX1 PAM: inactive

Results for CCN(CC)S(=O)(=O)c1ccc(N2CCOCC2)c(NC(=O)CC2OC(=O)c3ccccc32)c1 (centres undefined) ?
KCNK3 inh: inactive; RGS4 pot: inactive; hERG rescue: -10; ANO1 block: inactive; MrgX1 ag: inactive; KCNK9 block: inactive; RGS4 block: inactive; KCNQ1 pot: inactive; ANO1 activ: inactive; KCNQ1 inh: inactive; MrgX1 PAM: inactive

How did O=C(O)c1ccc(S(=O)(=O)N2CCCCCC2)cc1 do in these assays?
KCNK3 inh: inactive; RGS4 pot: inactive; hERG rescue: -11; ANO1 block: inactive; MrgX1 ag: inactive; KCNK9 block: inactive; RGS4 block: inactive; KCNQ1 pot: inactive; ANO1 activ: inactive; KCNQ1 inh: inactive; MrgX1 PAM: inactive

Results for Cc1ccnc(NC2(C(F)(F)F)N=C(c3ccccc3)NC2=O)c1 (centres undefined) ?
KCNK3 inh: inactive; RGS4 pot: inactive; hERG rescue: -2; ANO1 block: inactive; MrgX1 ag: inactive; KCNK9 block: inactive; RGS4 block: inactive; KCNQ1 pot: inactive; ANO1 activ: inactive; KCNQ1 inh: inactive; MrgX1 PAM: inactive

How did CCC(C)(C)NC(=O)C(c1ccc(F)cc1)N(CCOC)C(=O)CCC(=O)Nc1nccs1 (centres undefined) do in these assays?
KCNK3 inh: inactive; RGS4 pot: inactive; hERG rescue: -2; ANO1 block: inactive; MrgX1 ag: inactive; KCNK9 block: inactive; RGS4 block: inactive; KCNQ1 pot: inactive; ANO1 activ: inactive; KCNQ1 inh: inactive; MrgX1 PAM: inactive

Results for COc1ccc(NC(=O)/C(C#N)=C\c2ccc(-c3cc(C(=O)O)ccc3C)o2)cc1 ?
KCNK3 inh: inactive; RGS4 pot: inactive; hERG rescue: -6; ANO1 block: inactive; MrgX1 ag: inactive; KCNK9 block: inactive; RGS4 block: inactive; KCNQ1 pot: inactive; ANO1 activ: inactive; KCNQ1 inh: inactive; MrgX1 PAM: inactive

What do the screens show for `N#CCCN(CCC#N)c1nnc(-c2ccccc2)s1`?
KCNK3 inh: inactive; RGS4 pot: inactive; hERG rescue: -12; ANO1 block: inactive; MrgX1 ag: inactive; KCNK9 block: inactive; RGS4 block: inactive; KCNQ1 pot: inactive; ANO1 activ: inactive; KCNQ1 inh: inactive; MrgX1 PAM: inactive

2 successive compounds out of the list so far, for reference:
Results for O=C(NCc1ccco1)C(c1ccncc1)N(C(=O)Cn1nnc2ccccc21)c1ccccc1 (centres undefined) ?
KCNK3 inh: inactive; RGS4 pot: inactive; hERG rescue: -8; ANO1 block: inactive; MrgX1 ag: inactive; KCNK9 block: inactive; RGS4 block: inactive; KCNQ1 pot: inactive; ANO1 activ: inactive; KCNQ1 inh: inactive; MrgX1 PAM: inactive

Results for CSc1nc2n(n1)C(c1cccs1)C1=C(CCCC1=O)N2 (centres undefined) ?
KCNK3 inh: inactive; RGS4 pot: inactive; hERG rescue: -10; ANO1 block: inactive; MrgX1 ag: inactive; KCNK9 block: inactive; RGS4 block: inactive; KCNQ1 pot: inactive; ANO1 activ: inactive; KCNQ1 inh: inactive; MrgX1 PAM: inactive

(cont.)
What do the screens show for `CCOc1ccc2c(c1)-c1c(ssc1=S)C(C)(C)N2C`?
KCNK3 inh: inactive; RGS4 pot: inactive; hERG rescue: -1; ANO1 block: inactive; MrgX1 ag: inactive; KCNK9 block: inactive; RGS4 block: inactive; KCNQ1 pot: inactive; ANO1 activ: inactive; KCNQ1 inh: inactive; MrgX1 PAM: inactive

Results for C/C=C(\C)CN1CCc2cc(OC)c(OC)cc2C1 ?
KCNK3 inh: inactive; RGS4 pot: inactive; hERG rescue: -10; ANO1 block: inactive; MrgX1 ag: inactive; KCNK9 block: inactive; RGS4 block: inactive; KCNQ1 pot: inactive; ANO1 activ: inactive; KCNQ1 inh: inactive; MrgX1 PAM: inactive

What do the screens show for `O=C(c1cc2cc(F)ccc2[nH]1)N1CCN(c2ccc(F)cc2)CC1`?
KCNK3 inh: inactive; RGS4 pot: inactive; hERG rescue: -6; ANO1 block: inactive; MrgX1 ag: inactive; KCNK9 block: inactive; RGS4 block: inactive; KCNQ1 pot: inactive; ANO1 activ: inactive; KCNQ1 inh: inactive; MrgX1 PAM: inactive

Results for Cc1ccc(SCCC(=O)N(C)C)cc1 ?
KCNK3 inh: inactive; RGS4 pot: inactive; hERG rescue: -9; ANO1 block: inactive; MrgX1 ag: inactive; KCNK9 block: inactive; RGS4 block: inactive; KCNQ1 pot: inactive; ANO1 activ: inactive; KCNQ1 inh: inactive; MrgX1 PAM: inactive

What do the screens show for `COc1ccc(C(=O)OCC(=O)NCc2ccc3c(c2)OCO3)cc1[N+](=O)[O-]`?
KCNK3 inh: inactive; RGS4 pot: inactive; hERG rescue: -7; ANO1 block: inactive; MrgX1 ag: inactive; KCNK9 block: inactive; RGS4 block: inactive; KCNQ1 pot: inactive; ANO1 activ: inactive; KCNQ1 inh: inactive; MrgX1 PAM: inactive

Results for CCOc1cc(CNc2ncc(-c3ccc(OC)cc3)n2C)ccc1O ?
KCNK3 inh: inactive; RGS4 pot: inactive; hERG rescue: -10; ANO1 block: inactive; MrgX1 ag: inactive; KCNK9 block: inactive; RGS4 block: inactive; KCNQ1 pot: inactive; ANO1 activ: inactive; KCNQ1 inh: inactive; MrgX1 PAM: inactive

Results for CCCCOC(=O)C1=C(C)Nc2ncnn2C1c1cccc(OC)c1 (centres undefined) ?
KCNK3 inh: inactive; RGS4 pot: inactive; hERG rescue: -18; ANO1 block: inactive; MrgX1 ag: inactive; KCNK9 block: inactive; RGS4 block: inactive; KCNQ1 pot: inactive; ANO1 activ: inactive; KCNQ1 inh: inactive; MrgX1 PAM: inactive

What do the screens show for `O=C(Nc1ccc(-n2cnnn2)cc1)C1CCC1`?
KCNK3 inh: inactive; RGS4 pot: inactive; hERG rescue: -6; ANO1 block: inactive; MrgX1 ag: inactive; KCNK9 block: inactive; RGS4 block: inactive; KCNQ1 pot: inactive; ANO1 activ: inactive; KCNQ1 inh: inactive; MrgX1 PAM: inactive

Results for Cc1cc(NC(c2ccc(Cl)cc2)c2ccc3cccnc3c2O)no1 (centres undefined) ?
KCNK3 inh: inactive; RGS4 pot: inactive; hERG rescue: -9; ANO1 block: inactive; MrgX1 ag: inactive; KCNK9 block: inactive; RGS4 block: inactive; KCNQ1 pot: inactive; ANO1 activ: inactive; KCNQ1 inh: inactive; MrgX1 PAM: inactive

Results for COc1ccc(CNC(=O)C(c2ccco2)N(Cc2ccccc2)C(=O)Cc2cccs2)cc1 (centres undefined) ?
KCNK3 inh: inactive; RGS4 pot: inactive; hERG rescue: -2; ANO1 block: inactive; MrgX1 ag: inactive; KCNK9 block: inactive; RGS4 block: inactive; KCNQ1 pot: inactive; ANO1 activ: inactive; KCNQ1 inh: inactive; MrgX1 PAM: inactive

High-throughput results from PubChem.
